Coupling enz: inhibits coupling enzyme system, counter-screen for aldolase hits; coupling enzyme system counterscreen, AmpLite Red fluorescence; activity change, negative = inhibition, % at 58.2 µM, hits read low; 290,000 compounds, 0.67% hits; in the data active = activity change below about -30%; also: % is scaled to controls: 0 for no effect and ±100 for the full control effect
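Fluorescence at 525 nm excitation and 598 nm emission measured inhibition of the coupled detection system without aldolase. Compounds (at 57.5 uM final) were preincubated 10 min at room temperature with coupling enzyme reagent before a 20 min substrate/AmpLite Red step.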
TRPV1 agonist: activates the human vanilloid receptor TRPV1 | TRPV1-expressing cells, Fluo-8 calcium influx, agonist mode | AID 540275 | 320,000 compounds, 0.19% hits | Q8NER1 | activation, % at 8.33 µM; in the data active = activation above about 80%; inconclusive = between about 30% and that limit; also: 0% is about no effect
Target sequence (Q8NER1 whole entry, looked up): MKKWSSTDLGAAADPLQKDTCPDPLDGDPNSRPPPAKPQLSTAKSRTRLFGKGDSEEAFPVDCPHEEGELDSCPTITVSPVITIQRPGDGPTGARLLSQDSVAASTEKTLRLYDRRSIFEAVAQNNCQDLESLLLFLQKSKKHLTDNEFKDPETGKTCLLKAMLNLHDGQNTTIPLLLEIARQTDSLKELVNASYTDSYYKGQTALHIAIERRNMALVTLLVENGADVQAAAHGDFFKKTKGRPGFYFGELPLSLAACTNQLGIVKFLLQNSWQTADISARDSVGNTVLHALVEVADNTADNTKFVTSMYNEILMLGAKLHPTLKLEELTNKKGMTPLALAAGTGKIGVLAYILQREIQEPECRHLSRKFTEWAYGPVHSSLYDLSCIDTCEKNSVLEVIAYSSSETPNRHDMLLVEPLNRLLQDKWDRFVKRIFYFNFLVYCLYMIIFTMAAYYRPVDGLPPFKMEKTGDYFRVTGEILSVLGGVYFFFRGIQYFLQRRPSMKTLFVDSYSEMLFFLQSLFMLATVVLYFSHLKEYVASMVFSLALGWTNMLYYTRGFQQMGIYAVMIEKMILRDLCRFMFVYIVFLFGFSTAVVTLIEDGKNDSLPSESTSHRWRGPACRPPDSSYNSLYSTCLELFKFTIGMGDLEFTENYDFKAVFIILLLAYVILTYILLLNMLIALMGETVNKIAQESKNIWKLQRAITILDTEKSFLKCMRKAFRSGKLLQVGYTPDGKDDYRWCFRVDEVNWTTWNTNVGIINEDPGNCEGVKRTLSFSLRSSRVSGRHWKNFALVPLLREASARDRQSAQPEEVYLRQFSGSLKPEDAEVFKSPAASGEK
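Cells expressing TRPV1 were dye-loaded with Fluo-8 and read kinetically: 10 s baseline, 3 min after compound (agonist portion), then 2 min after EC20 capsaicin (allosteric enhancer portion). Calcium-bound dye fluorescence at 480/520 nm.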
CXXC DNA block: MLL CXXC-DNA interaction inhibition | Q03164 | 290,000 compounds, 0.037% hits | Potency, µM (highest dose often 115 µM), inactives show at the top dose activity change, negative = inhibition, usual class: inhibitors | MLL-CXXC / FITC-HOXA9 DNA fluorescence polarization; active = well fitted inhibition curve with a large enough effect in the polarisation, with a control signal flat, not every such curve was filed as active; inconclusive = small, poorly fitted or top-dose-only effect, or effect the other way, or a change in a side signal; inactive = no such curve, though single readings can be large or run the other way; the % refers to the polarisation; also: potency is read from the fitted curve at half-maximal effect
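Purified MLL-CXXC (added from a 7 uM solution) was preincubated 5 min at ambient with pinned compounds in 50 mM Tris-HCl pH 7.5, 50 mM NaCl, 1 mM DTT, 0.05% BSA. Fluorescein-labeled HOX-A9 DNA (50 nM solution) followed, 30 min, then polarization read.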
hERG WT inh: KCNH2 (human, wildtype) channel inhibition; Q12809; U2OS, BacMam KCNH2, thallium flux FluxOr; hits give low values; activity change, % at 1.84 µM; 340,000 compounds, 0.37% hits; AID 720551;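 active = maximum activity change below -70%; inconclusive = maximum activity change between -70% and -50%; inactive = maximum activity change above -50%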; also: % is scaled to controls: 0 for no effect and ±100 for the full control effect
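U2OS cells were transduced with wild-type KCNH2 virus (2.03 x 10^8 / mL) for 4 h at room temperature, then cultured overnight at 37 C. Thallium flux was read with FluxOr dye. Rate constants were normalized to DMSO controls.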
A-T KAP1 phos: candidate therapy for ataxia-telangiectasia; […] A-T fibroblasts, KAP-1 phosphorylation AlphaLISA; neocarzinostatin DNA damage 30 min before lysis; Potency, µM (top dose mostly 57.5 µM), without a hit: at the highest dose activation, hits mostly activators; 320,000 compounds, 0.19% hits; also: potency is read from the fitted curve at half-maximal effect; % of control where 0% means no effect; nearly all actives have a fitted effect of over 45% in size
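ATM-like activity read as KAP-1 phosphorylation via AlphaLISA donor/acceptor antibody pairs after lysis and 6 hr at 25C. Cells were ATM-null patient fibroblasts ([…], hTERT), dosed 60 min, then exposed to the DSB inducer NCS for 30 min.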
KCNH2 3.1 block: KCNH2 3.1 (human) potassium channel inhibition; U2OS KCNH2 3.1, thallium flux FluxOr; hits give low values; activity change, % (tested at about 1.8 µM); 340,000 compounds, 0.95% hits; AID 720553;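 active = maximum activity change below -70%; inconclusive = maximum activity change from -70% to -50%; inactive = maximum activity change above -50%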;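 also: thallium influx rate constant from kinetic fluorescence after stimulation buffer; % is scaled to controls: 0 for no effect and ±100 for the full control effect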
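U2OS cells transduced with KCNH2 3.1 mutant virus (1.77 x 10^8 /mL, 4 h), plated overnight at 37 C, loaded 45 min with FluxOr dye plus Red40 quencher. Thallium flux rate constant from kinetic reads after stimulation buffer, normalised to controls.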
a7 integrin act: activates integrin-mediated alleviation for muscular dystrophy; alpha7betagal myoblasts, beta-gal FDG fluorescence, 48 h; Potency, µM (highest dose often 38.3 µM), without a hit: at the top dose activation, most hits filed as activators; 350,000 compounds, 0.064% hits;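 also: potency is read from the fitted curve at half-maximal effect; 100% = response of the positive control SU9516; nearly all actives have a fitted effect of over 60% in size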
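Alpha7betagal+/- myoblasts (passage 13) were plated 16-24 hr, then exposed to compounds (1:260 dilution of DMSO stock) for 48 hours at 37C. After MPER lysis, β-galactosidase reporter activity was read as FDG fluorescence (ex 480/em 540) after 30 minutes.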
GALK inhibitor: blocks human galactokinase activity; 270,000 compounds, 0.007% hits; AID 1868; Purified GALK, Kinase-Glo residual ATP luminescence; Potency, µM (top dose mostly 57.5 µM), for inactives: top-dose activity change, negative = inhibition, actives largely listed as inhibitors; also: potency is read from the fitted curve at half-maximal effect; % is scaled to controls: 0 for no effect and ±100 for the full control effect
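Compounds were pin-transferred into ATP buffer (35 uM final), then GALK plus galactose (5 nM, 100 uM final) was added. After 1 h at room temperature, Kinase-Glo Plus was added and luminescence read after 10 min.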
S-ASM inh: inhibitors of human secretory acid sphingomyelinase | Potency, µM (highest dose often 57.5 µM), for inactives: at the top dose activity change, negative = inhibition, hits mostly inhibitors | 340,000 compounds, 0.006% hits | placental ASM, HMU-PC fluorogenic substrate, 60 min | P17405; also: potency is read from the fitted curve at half-maximal effect
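HMU-PC0 cleavage (9 uM final) by human placental ASM, 60 min at 37 °C following 10 min compound exposure at RT; stopped at pH 10, fluorescence Ex 386/Em 447 nm.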
MBNL1-CUG inh: inhibitors of human MBNL1 binding to CUG repeat RNA. Q9NR56. TR-FRET MBNL1-His/biotin-(CUG)12 binding, 665/545 ratio. Potency, µM (highest dose often 57.5 µM), for inactives: at the highest dose activity change, negative = inhibition, most hits filed as inhibitors. 280,000 compounds, 0.036% hits. AID 2675; active = well fitted inhibition curve with a large enough effect in the signal ratio, with a control signal flat, not every such curve was filed as active; inconclusive = small, poorly fitted or top-dose-only effect, or effect the other way, or a change in a side signal; inactive = no such curve, though single readings can be large or run the other way; the % refers to the signal ratio; also: potency is read from the fitted curve at half-maximal effect; % is scaled to controls: 0 for no effect and ±100 for the full control effect
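MBNL1-His + Biotin-(CUG)12, cpd titration 92 nM–58 uM; Tb anti-His Ab 0.055 ng/ul, SA-XL665 5 nM (final); 60 min RT; ratiometric 665/545 nm, Ex 340 nm; normalized to buffer and full-complex controls.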
* hit, by the source's call; ? = inconclusive; . = not tested or not shown; [ ] = dose if it differs, or a comment. Unless noted, calls follow the shape of the dose curve; as a rule, active = well fitted curve in the direction sought with a large enough effect; inconclusive = small, poorly fitted or top-dose-only effect, or another doubt; inactive = no such curve, though single readings can be large; an effect the other way counts as inactive or inconclusive.

SMILES	Coupling enz	TRPV1 agonist	CXXC DNA block	hERG WT inh	A-T KAP1 phos	KCNH2 3.1 block	a7 integrin act	GALK inhibitor	S-ASM inh	MBNL1-CUG inh
COc1ccc(S(=O)(=O)NCC2CCCN(CC(C)(C)C)C2)cc1 (configuration not stated)	1	6	19%	-11	2%	-9	0%	4%	5%	5%
O=C(Nc1ccc2c(c1)OCO2)C1CC(c2ccc(F)cc2)=NO1 (configuration not stated)	6	?	8%	-6	.	4	12%	2%	3%	6%
Cc1nnc2ccc(-c3ccc(NS(=O)(=O)c4ccccc4F)cc3)nn12	.	-2	.	0	.	3	4%	.	0%	.
CN1CCN(Cc2cn(C)nc2-c2ccccc2F)CC1c1ccccc1 (configuration not stated)	5	-2	-21%	-10	-3%	-7	-12%	3%	5%	-7%
Cc1c(C(=O)Nc2ccc(-c3nnc4n3CCCCC4)cc2)oc2ccc(Br)cc12	1	-1	2%	17	4%	-43	-38%	-1%	-13%	?
Cc1cc(S(=O)(=O)N2CCCC(N3CCOCC3)C2)c(C)cc1Cl (configuration not stated)	-1	9	-3%	31	5%	16	4%	5%	5%	-1%
COc1ccc(CNCc2cc3c(C(C)(C)C)nn(-c4ccccc4)c3[nH]c2=O)cc1	-1	1	7%	9	-5%	-12	16%	-1%	-1%	3%
CC(=O)NNc1ncnc2c1cnn2-c1ccc(C)c(C)c1	1	-1	-4%	-6	-2%	-3	0%	1%	13%	-3%
CCN1CCN(C(CNS(=O)(=O)c2ccccc2)c2ccccc2)CC1 (configuration not stated)	-1	-1	4%	4	-4%	15	-22%	-1%	2%	-2%
COc1ccc(S(=O)(=O)N2CCc3ccccc32)cc1C(=O)Nc1cc(S(C)(=O)=O)ccc1Cl	.	.	.	4	.	-7	-31%	.	3%	.
O=C(CSc1nc2ccc([N+](=O)[O-])cc2[nH]1)NC1CCCCCC1	-3	?	10%	3	2%	8	-11%	1%	-6%	?
O=C(NCc1ccccc1F)C1CCCN(C(=O)NC2CCCCC2)C1 (configuration not stated)	0	8	-6%	3	1%	4	0%	0%	3%	11%
CCOc1nc(NCc2ccco2)nc(Nc2ccccc2F)n1	0	?	4%	1	-6%	-2	-11%	1%	5%	-15%
Cc1cscn1	.	0	.	1	-2%	10	.	.	6%	.
O=C(CSc1nnc(Cn2c(=O)sc3ccccc32)n1-c1ccccc1)NCC1CCCO1 (configuration not stated)	1	5	-4%	18	-2%	4	-6%	0%	-1%	?
CC1=C(C(=O)OC(C)C)C(C)NC(=O)N1 (configuration not stated)	1	2	5%	7	-2%	-4	3%	9%	2%	-3%
O=C(Nc1ccc(OCC(=O)N2CCOCC2)cc1)c1cccc(Cl)c1	2	-1	1%	-9	0%	11	-15%	7%	.	0%
Cc1cc(Br)ccc1NS(=O)(=O)c1c(C)[nH]c(=O)[nH]c1=O	1	8	3%	5	12%	7	-12%	.	-2%	-6%
CCCCS(=O)CC(COC)OC(=O)c1ccccc1 (configuration not stated)	0	-6	4%	.	0%	6	-18%	4%	7%	-4%
Cc1ccc(C(Sc2ccccc2)C(Cn2cncn2)C(=O)c2ccccc2)cc1 (configuration not stated)	2	-3	5%	-1	1%	-6	-52%[inhibitor]	-3%	-1%	0%
NC(=O)c1ccccc1N/C=C/C(=O)c1ccccc1	-12	-1	3%	0	-1%	-7	-4%	1%	2%	?
O=C1CC(c2c[nH]c3ccccc23)C(=O)N1c1ccccc1 (configuration not stated)	1	-1	-2%	1	-1%	-1	15%	-1%	-3%	-5%
COC(=O)c1cc(-c2ccccc2)c2c(=O)n(C)c(=O)n(C)c2n1	3	-2	5%	.	2%	.	.	1%	.	33%[activator]
Cc1n[nH]c(C)c1S(=O)(=O)N1CCCC(C(=O)Nc2ccc3c(c2)OCCO3)C1 (configuration not stated)	2	-1	-4%	.	.	.	.	2%	.	0%
Nn1c(SCC(=O)NCCC2=CCCCC2)nnc1-c1cccnc1	.	0	.	-7	-1%	3	6%	.	4%	.
Cc1ccc2nc(N3CCN(S(=O)(=O)c4ccc(C)c(Cl)c4)CC3)c(C#N)cc2c1	-3	0	21%	-2	4%	-1	5%[7.66 µM]	-3%	126%[activator]	1%
COc1cc(NC(=O)c2cccs2)c(C(=O)OCC(=O)c2cc(C)n(-c3ccccc3)c2C)cc1OC	0	0	0%	-8	-4%	4	-19%	2%	?	-33%
Cc1cc(C(=O)CS(=O)(=O)c2ccccc2)cc(C)c1O	-1	-3	1%	-5	12%	-23	-6%	1%	3%	8%
COc1ccccc1OC(=O)c1ccc(SC)cc1OC	-1	9	8%	15	-7%	-9	23%	-1%	1%	-2%
CCCN(CCC(=O)Nc1ccccc1F)CC1CC1	1	2	0%	8	-6%	6	-4%	-1%	2%	3%
CCN(CC)C(=O)c1sc(NC(=O)C(C)C)c(C#N)c1C	2	2	-1%	-9	-4%	6	?	9%	0%	3%
C=CCN(CC(=O)NC1CCS(=O)(=O)C1)S(=O)(=O)c1ccccc1C(F)(F)F (configuration not stated)	1	2	-3%	-6	-5%	-6	32%	-3%	0%	-2%
CC(C)(C)OC(=O)N/N=C/c1cn(-c2ccccc2)nc1-c1cccnc1	0	17	-3%	0	-4%	10	34%	4%	-3%	4%
COc1ccc(C(=O)N2CCN(C(=O)Cc3ccccc3)CC2)cc1	4	4	8%	8	2%	1	36%	3%	9%	2%
CCN(CC)S(=O)(=O)c1ccc(OC)c(NC(=O)c2ccc(N3CCCC3=O)cc2)c1	.	0	.	11	-1%	-4	-19%	.	0%	.
O=C(NC1CC1)C1=C[C@H](c2ccccc2)C[C@H](OCc2ccc(CO)cc2)O1	3	-4	-13%	-11	5%	-181*	-16%	-1%	7%	11%
CCOC(=O)c1c(N/C=C(\C#N)c2nc(-c3ccc(OC(C)=O)cc3)cs2)sc2c1CCC2	.	.	.	-4	.	5	?	.	0%	.
CCN(CC)CCCNC(=S)Nc1ccc(Br)cc1	0	-5	-12%	17	7%	-21	-28%	1%	0%	-5%
CC1(c2ccccc2Cl)NC(=O)N(CC(=O)NC(=O)NCc2ccco2)C1=O (configuration not stated)	1	-5	9%	2	6%	14	20%	-1%	63%[activator]	3%
CC1CCC2(CC1)NC(=O)N(CC(=O)Nc1ccc3c(c1)OCCO3)C2=O (configuration not stated)	-3	6	3%	-4	-3%	-18	2%	5%	-1%	-1%
COc1ccc(C(=O)Nc2cc3c4c(c2)C(C)C(=O)N4CCC3)cc1 (configuration not stated)	.	-4	.	-9	-3%	8	12%	.	2%	.
C#CCOCCOCCOCCNc1nc(N2CCN(C(=O)Cn3cc(CCCN=C(N)N)nn3)CC2)nc(N2CCN(C(=O)[C@H](CCCCN)n3cc(CC(C)O)nn3)CC2)n1 (some centres not stated)	.	-4	.	-5	7%	5	31%	.	3%	.
Cc1cccc(NS(=O)(=O)c2ccc(C)c(C(=O)NCC(c3ccccc3)N(C)C)c2)c1 (configuration not stated)	.	7	.	1	-6%	-39	-28%	.	-1%	.
COc1ccc(OC)c(-c2nc(CN3CCN(C(=O)c4ccco4)CC3)c(C)o2)c1	.	-1	17%	2	11%	42	-30%	9%	8%	0%
FC(F)(F)c1cnc2c(-c3ccc(Cl)cc3Cl)noc2c1	0	-8	-7%	4	.	0	2%	3%	-3%	1%
CC[C@]12c3[nH]c4ccc(Cl)cc4c3CCN1C(=O)[C@@H](CC(=O)NCCc1ccccn1)C[C@@H]2C(=O)N1CCN(C(=O)C2CC2)CC1	.	.	.	11	-5%	-3	4%	.	2%	.
C/C(=N/NC(=O)c1ccco1)c1cccc(NC(=O)c2ccc(C)s2)c1	-5	13	-9%	10	-17%	2	-22%	2%	-2%	8%
COc1cccc(CNC(=O)CCS(=O)(=O)c2cccc3nsnc23)c1	-2	-2	-4%	-9	4%	-21	3%	-1%	1%	?
COc1cc(C2NC(=S)NC(c3ccccc3)=C2C(C)=O)cc(Cl)c1OCC(=O)O (configuration not stated)	14	0	-10%	-30	0%	-9	-19%	4%	2%	6%

Just hERG WT inh and Coupling enz, for some of the entries so far:
compound,hERG WT inh,Coupling enz
COc1cc(C2NC(=S)NC(c3ccccc3)=C2C(C)=O)cc(Cl)c1OCC(=O)O (configuration not stated),-30,14
CC[C@]12c3[nH]c4ccc(Cl)cc4c3CCN1C(=O)[C@@H](CC(=O)NCCc1ccccn1)C[C@@H]2C(=O)N1CCN(C(=O)C2CC2)CC1,11,.
